Screening data (PubChem)
ASAP1 GAP inh = ASAP1 ArfGAP inhibition; inhibition, % at 16.5 µM; Q9ULH1; AID 624377; actives 0.19% (n = 360,000); ASAP1-stimulated ARF1 GTP hydrolysis, GDP FP detection; in the data active = inhibition above about 25%;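 also: 0% = vehicle with enzyme and substrate and 100% = no enzyme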
ARFGAP1 inh = inhibits rat ARF GTPase activating protein 1; Q62848; Arfgap1-stimulated ARF1 GTP hydrolysis, GDP FP detection; inhibition, % at 16.5 µM; actives 0.26% (n = 360,000); AID 651572;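 active = inhibition above a per-plate limit, mean inhibition of low control wells plus 3 SD, cut at about 25% in these data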;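 also: 0% = DMSO wells with enzyme and 100% = wells lacking Arfgap1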
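Replicates: Single well per compound | Assay system: Truncated rat Arfgap1 GAP domain | Control set: No-Arfgap1 wells (100%) versus DMSO full-reaction wells (0%) | Times: Enzyme reaction 120 min at 25 °C after 20 min preincubation | Reagent: Human ARF1(Δ1-17)-GTP substrate | Measured by: Tracer-displacement fluorescence polarization with EDTA stop, 620/688 nm | Measure: Percent inhibition of Arfgap1-stimulated GTP hydrolysis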
Tn7 DDE FP = disrupts Tn7 cyclic peptide binding to fibrin D-Dimer-E complex. inhibition, % at 8.3 µM. actives 0.13% (n = 370,000). P02675. FP displacement of FITC-Tn7 peptide from fibrin DD(E); 0% = median of compound wells per plate;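 active = inhibition above the mean of compounds falling within the control limits plus 3 SD of them, cut at about 14% in these data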;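 also: 0% = plate median of compound wells and 100% = 10 µM Aha-Tn7 peptide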
Target sequence (P02675 whole entry, looked up): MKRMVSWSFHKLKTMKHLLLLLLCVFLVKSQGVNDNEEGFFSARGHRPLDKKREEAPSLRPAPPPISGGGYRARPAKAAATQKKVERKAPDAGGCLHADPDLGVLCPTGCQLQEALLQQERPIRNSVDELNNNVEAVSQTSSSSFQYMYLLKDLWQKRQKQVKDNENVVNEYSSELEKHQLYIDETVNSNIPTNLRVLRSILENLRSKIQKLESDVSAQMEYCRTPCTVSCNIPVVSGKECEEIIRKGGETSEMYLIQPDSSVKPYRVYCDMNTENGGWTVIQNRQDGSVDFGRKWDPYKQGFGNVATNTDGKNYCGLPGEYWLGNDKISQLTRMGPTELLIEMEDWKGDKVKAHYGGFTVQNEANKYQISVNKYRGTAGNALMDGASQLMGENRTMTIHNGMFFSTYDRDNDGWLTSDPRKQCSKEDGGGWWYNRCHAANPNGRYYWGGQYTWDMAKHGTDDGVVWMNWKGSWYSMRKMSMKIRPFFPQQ
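Also added: labelled Tn7 tracer, 0.1 µM; Assay system: human fibrin DD(E) protein; Amount: 2 µM fibrin DD(E); Schedule: 10 min compound pre-incubation, 3 h probe incubation at room temperature; Repeats: one replicate per compound; Read-out basis: percent inhibition; Measured by: fluorescence polarization of the labelled Tn7 tracer.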
SIAE primary = blocks human sialic acid acetylesterase | inhibition, % at 9.66 µM | actives 0.69% (n = 370,000) | SIAE FP-Rh probe binding, fluorescence polarization | Q9HAT2;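 active = inhibition above a cutoff: mean of compounds within the control limits plus 3 SD of those, cut at about 17% in these data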;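 also: 0% = plate median of compound wells and 100% = probe without SIAE protein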
ADAM17 inh = inhibits human ADAM17; inhibition, % at 6.95 µM; recombinant ADAM17, EDANS/DABCYL FRET peptide cleavage; actives 0.83% (n = 370,000); P78536;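 active = inhibition above the mean of compounds lying between control limits plus 3 SD, set per campaign, cut at about 8.5% in these data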;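 also: 0% = DMSO-only wells as the low control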
Target sequence (P78536 215-824 limits assumed): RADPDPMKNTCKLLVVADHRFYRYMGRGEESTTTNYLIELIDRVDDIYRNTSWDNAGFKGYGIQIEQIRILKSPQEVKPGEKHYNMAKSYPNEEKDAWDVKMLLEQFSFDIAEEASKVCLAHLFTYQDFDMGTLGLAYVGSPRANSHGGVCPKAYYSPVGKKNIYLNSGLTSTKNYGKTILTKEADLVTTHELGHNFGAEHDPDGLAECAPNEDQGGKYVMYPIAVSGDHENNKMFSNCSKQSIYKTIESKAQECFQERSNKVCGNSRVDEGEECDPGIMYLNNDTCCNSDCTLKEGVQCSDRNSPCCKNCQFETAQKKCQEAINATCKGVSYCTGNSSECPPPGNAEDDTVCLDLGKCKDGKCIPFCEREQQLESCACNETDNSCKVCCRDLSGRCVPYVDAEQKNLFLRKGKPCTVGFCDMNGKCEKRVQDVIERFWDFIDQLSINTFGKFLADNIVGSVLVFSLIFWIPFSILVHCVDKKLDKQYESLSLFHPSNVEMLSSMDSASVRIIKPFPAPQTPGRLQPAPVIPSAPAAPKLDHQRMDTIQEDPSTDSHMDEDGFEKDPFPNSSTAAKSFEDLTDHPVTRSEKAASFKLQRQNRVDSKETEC
TDP2 absorb = blocks human TDP2 phosphodiesterase activity. AID 720702. inhibition, % at 12.8 µM. recombinant TDP2, T5PNP hydrolysis, p-nitrophenol absorbance 415 nm. actives 0.34% (n = 370,000);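 active = inhibition above the mean of all tested compounds plus 3 SD, set per campaign, cut at about 25% in these data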;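 also: 0% = DMSO with enzyme and 100% = buffer with substrate but no TDP2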
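Assay system: Recombinant human TDP2 | Quantity: 120 nM TDP2 per well | Incubation: 2 h at 37 °C | Signal: Epi absorbance | Evaluation: Percent inhibition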
PLCb3 inh = PLC-beta3 (human) inhibition, primary screen | Q01970 | Purified PLC-beta3, fluorogenic substrate, fluorescence | inhibition, % at 12.2 µM | actives 0.18% (n = 370,000) | AID 720704; in the data active = inhibition above about 11%;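 also: 0% = median of compound wells on plate and 100% = full blocker control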
ADAM10 inh = inhibits human ADAM10; actives 0.62% (n = 370,000); AID 720582; O14672; recombinant ADAM10, EDANS/DABCYL FRET peptide cleavage, 3 h; inhibition, % at 7 µM;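 active = inhibition above a per-campaign cutoff equal to the mean of compounds falling between control-based bounds plus 3 SD, cut at about 20% in these data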;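 also: 0% = DMSO wells while the 100% control is not disclosed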
PLCg1 inh = PLC-gamma1 (human) inhibition, primary screen | purified PLC-gamma1, fluorogenic substrate, fluorescence | inhibition, % at 12.2 µM | actives 0.84% (n = 370,000); in the data active = inhibition above about 9.5%
DDE Tn6 FP inh = inhibitors of Tn6 peptide binding to human fibrin DD(E). P02675. Fibrin DD(E) TRITC-Tn6 fluorescence polarization displacement. inhibition, % at 8.3 µM. actives 0.21% (n = 370,000). AID 720509;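 active = inhibition above a per-campaign cutoff: mean of compounds within control limits plus 3 SD, cut at about 15% in these data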;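 also: 0% = median of all compound wells on the plate and 100% = blocking peptide control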
Starred values were filed as active, the others as inactive; x = no result given.

Under each structure: PLCb3 inh	ASAP1 GAP inh	PLCg1 inh	SIAE primary	Tn7 DDE FP	ARFGAP1 inh	ADAM17 inh	ADAM10 inh	TDP2 absorb	DDE Tn6 FP inh
- Cc1cccc(NC(=S)NC2CCCCCC2)c1C
  9	-12	0	-1	2	-8	2	9	-10	-3
- COc1ccc(-c2csc(Nc3cccc(C)n3)n2)cc1C
  -2	4	-1	5	-10	6	-3	-7	-3	-8
- C[C@H](NC(=O)C1CCN(C(=O)[C@@H]2CCCN2C(=O)OC(C)(C)C)CC1)C(=O)NCc1ccc(F)cc1
  5	2	3	-1	3	-4	2	-6	2	15
- CCCCN(CC(=O)NCc1ccc(Cl)cc1)S(=O)(=O)c1ccc2c(c1)OCCO2
  0	12	4	0	4	3	0	5	-8	0
- O=C(Cn1cnc2cc([N+](=O)[O-])ccc2c1=O)Nc1ccccc1Cl
  -14	-5	-7	-9	-9	0	-3	-6	7	5
- Cn1c(N=Nc2ccccc2)nc2ccccc21
  12*	2	8	14	-6	-16	8	22*	-12	-8
- O=C(CSc1ccc(-c2cccnc2)nn1)Nc1ccc(F)c(F)c1
  -6	7	-3	-1	-6	-2	0	-8	5	2
- O=C(Nc1nnc(S(=O)(=O)N2CCCCC2)s1)c1ccccc1Br
  -8	13	-11	-1	1	-18	2	12	-1	-1
- Cc1ccc(CNS(=O)(=O)c2c(C(=O)N3CCCCC3)c(C)n(C)c2C)cc1
  -7	-12	-1	-3	-3	11	3	-1	15	-1
- COc1ccc(OCc2n[nH]c(=S)n2Cc2ccco2)cc1
  -5	-10	1	10	8	-3	-2	-4	8	3
- COCCCn1c(SCc2cccc(OC)c2)nc2cc(OC)c(OC)cc2c1=N
  0	10	-1	2	6	0	2	3	-3	2
- COc1ccccc1N1CCN(Cc2cc(Br)c(O)c3ncccc23)CC1
  1	3	-4	29*	-3	2	2	1	4	1
- CCOc1ccc(NC(=O)NC(C)c2ccc3c(c2)OCO3)cc1 (stereo not drawn)
  -3	11	4	4	-5	7	0	-6	-6	-2
- Cc1[nH]c2ccccc2c1CN1CCc2ccccc2C1
  -36	1	-25	2	1	4	-7	-17	17	3
- CCSc1nnc(NC(=O)C2C3CCC(C3)C2C(=O)O)s1 (stereo not drawn)
  2	9	0	-3	-3	8	-2	-1	0	-5
- Cc1cccc(NC(=S)NCC(c2cccnc2)N(C)C)c1C (stereo not drawn)
  0	1	3	-3	4	4	0	-4	2	0
- CCCS(=O)(=O)N1CCN=C1SCc1cccc(F)c1
  -6	3	-1	-2	4	2	-1	0	-10	0
- CCOC(=O)Cn1c(=O)cc(C)c2ccccc21
  0	2	0	-5	-1	5	2	-8	-5	-2
- Cc1cc(Br)ccc1OCCCCN1CCCCC1
  1	11	-1	5	8	-4	-1	-1	16	2
- c1ccc2c(-c3nnc4n3CCCCC4)c[nH]c2c1
  4	3	8	2	-8	10	4	1	-4	1
- COc1ccc(-n2c(COc3ccc(Cl)cc3Cl)n[nH]c2=S)cc1
  -3	10	-3	2	6	-11	-1	13	-3	4
- O=C(COC(=O)CCS(=O)(=O)c1ccc(Cl)cc1)Nc1ncc(Cl)cc1Cl
  -14	2	-10	-3	-1	-2	-25	-77	5	-6
- C[C@H]1CN([C@@H](C)CO)C(=O)c2cc(C#CC3(O)CCCC3)cnc2O[C@H]1CN(C)C(=O)C1CC1
  2	10	-2	-4	6	5	-4	-22	11	-2
- O=C(NCc1ccccc1)c1cc(C2CCCCN2S(=O)(=O)c2ccccc2)on1 (stereo not drawn)
  6	7	1	-1	0	-4	2	-7	-9	1
- CC(C)NC(=O)N(C)C[C@H]1OCc2cn(nn2)CCCC(=O)N([C@H](C)CO)C[C@@H]1C
  0	-6	-1	3	-4	-6	-5	-15	3	-1
- CCN(CC)C(=O)c1nc[nH]c1C(=O)N(C)Cc1ccccc1
  -1	15	2	0	-6	-3	-3	-9	-6	-5
- NC(=NCCc1c[nH]c2ccccc12)NC(=O)c1ccc(Cl)cc1
  -1	17	10.0*	2	-3	9	3	19	-31	-17
- Cc1ccc(S(=O)(=O)N2CCCCC2)cc1NC(=O)Cn1ccc(C(F)(F)F)n1
  -11	11	3	2	1	7	-1	7	0	-6
- CCCc1oc(C(=O)O)cc1CN1CCOCC1
  1	3	-2	5	3	9	-2	1	-3	7
- Cc1cc(-c2ccccc2)nc(N/N=C/c2ccc(O)cc2)n1
  -12	11	-8	5	-2	10	2	4	2	-7
- COc1cc(C(=O)NCc2ccccn2)ccc1OCc1c(C)noc1C
  0	11	2	-4	1	-1	-5	-3	1	1
- COc1cc(C(C(=O)NC(C)(C)C)N(Cc2ccccc2)C(=O)c2cnccn2)cc(OC)c1OC (stereo not drawn)
  1	9	1	0	1	4	1	3	-8	-6
- CCc1ccc(NC(=S)NC2CCN(Cc3ccccc3)CC2)cc1
  1	0	0	3	12	-3	-2	3	7	-1
- O=C(COC(=O)c1ccc(S(=O)(=O)NCc2ccco2)cc1)NCCC1=CCCCC1
  4	-1	7	-5	-7	7	3	6	-13	0
- COc1ccccc1NC(=S)N(CCCN1CCOCC1)Cc1ccccn1
  4	8	5	-1	-3	5	-1	5	-1	3
- CN(CCN1CCOCC1)C(=O)c1cc(COc2ccc(F)cc2Cl)on1
  0	-5	0	-2	10	1	-1	-6	10	4
- Cc1ccccc1NC(=O)CN1C(=O)N/C(=C\c2ccc(N3CCOCC3)c(F)c2)C1=O
  -45	3	-25	9	0	2	-5	3	11	5
- O=C(Nc1cc(C(F)(F)F)ccc1N1CCCC1)C1CC(=O)N(Cc2ccccc2)C1 (stereo not drawn)
  6	-9	1	4	1	7	1	4	-10	-3
- CSCCC(N=C1NS(=O)(=O)c2ccccc21)C(=O)NCCc1ccccc1 (stereo not drawn)
  -5	2	-2	4	-9	22	6	-8	-8	-3
- COC(=O)N1C(=O)[C@](c2ccc(OC)cc2)(C(C)C)N1C(=O)OC
  1	-9	-1	2	7	-2	-1	-3	10	5
- NNC(=O)CSc1c(-c2ccccc2)c2cc(Cl)ccc2[nH]c1=O
  -12	-1	1	0	-7	-11	0	-10	-3	1
- COCCn1c(SCC#N)nnc1-c1ccccc1O
  3	-1	2	2	-3	-10	-3	-4	-9	-8
- Cc1cc(N2CCN(C(=O)Oc3ccc(-c4ccccc4)cn3)CC2)c2ccccc2n1
  0	x	12*	-1	-5	x	10*	-103	-11	-1
- Cc1csc(SCC(=O)Nc2cc(S(=O)(=O)N3CCOCC3)ccc2N2CCOCC2)n1
  -6	1	5	-4	-7	4	4	14	-16	4
- O=C1Nc2ncccc2OC1CCO (stereo not drawn)
  4	-2	1	0	6	-20	-2	7	12	-1
- CCOc1cc2c(cc1OCC)C(c1ccc(F)cc1)NCC2 (stereo not drawn)
  -8	3	-2	3	0	-6	-1	-1	8	0
- COc1ccc(NC(=O)CSc2nnc(NC(=O)c3ccco3)s2)cc1
  -4	-10	-1	8	1	10	-7	0	-4	-1
- CCOc1ccccc1NC(=O)CSc1nc2ccccc2nc1N1CCCC1
  -6	4	-7	-5	-3	14	-4	-14	-2	-2
- COC1C(=O)CCC2(CO2)C1(O)C1(C)OC1CC=C(C)C (stereo not drawn)
  7	-2	4	3	3	-1	1	0	2	2
- CN(C(=O)COC(=O)C1c2ccccc2Oc2ccccc21)C1CCS(=O)(=O)C1 (stereo not drawn)
  -26	4	-28	5	-2	-11	-7	-19	-18	-3
- Cc1nnc(N/N=C/c2cc(C)n(-c3ccc(F)cc3)c2C)n1N
  -4	6	0	-3	3	-2	-4	-11	62*	-1
- Cc1cc(C)cc(NS(=O)(=O)CCCS(=O)(=O)Nc2cc(C)cc(C)c2)c1
  1	9	1	-12	0	-4	5	11	-2	0
- O=C(CC1S/C(=N/N=C/c2c[nH]c3ccccc23)NC1=O)Nc1ccccc1 (stereo not drawn)
  -18	-7	-4	-8	5	10	-19	-75	0	-5
- CC1(C)CC(=O)C2=C(C1)N(Cc1ccco1)C(=O)C2(O)C(F)(F)F (stereo not drawn)
  2	-4	-1	-5	2	-2	0	3	-2	-8
- O=C(CCCN1C(=O)NC2(CCCC2)C1=O)Nc1ccc(Cl)c(S(=O)(=O)N2CCOCC2)c1
  -8	11	3	-1	-1	2	3	-16	6	6
- COC(=O)[C@H]1C[C@@]2(O)CN(S(=O)(=O)c3ccc(C)cc3)C[C@@]2(OC(=O)NCc2ccco2)C[C@H]1C(=O)OC
  -1	-5	-1	8	-2	0	-6	-9	3	-2
- COC(=O)c1cn(C(=O)c2ccc(C)cc2C)c2ccccc12
  1	-7	0	-4	2	15	-3	-6	-3	-5
- Cc1ccc(-c2nnc(Nc3ccc(C(=O)N(C)C)cc3)c3ccccc23)cc1S(=O)(=O)NCC1CCCO1 (stereo not drawn)
  -272	-7	-247	21*	3	8	-5	-6	4	-5
- COc1ccc(Cn2nnnc2C(CC(C)C)N2CCC(C(N)=O)CC2)cc1 (stereo not drawn)
  4	-3	1	0	3	-13	-2	-6	10	6
- O=C(CCc1nnc(CCCCc2ccccc2)o1)NCc1cc(F)ccc1F
  0	-3	-2	-1	5	5	1	1	-4	-1
- Cc1ccc(CN(C)C(=O)c2cc(S(=O)(=O)N3CCOCC3)ccc2F)o1
  -9	-9	4	7	1	0	-3	-7	9	-5
- N#Cc1c(NC(=S)NC(=O)C2CCCC2)sc2c1CCCCC2
  3	-3	1	-35	-8	-4	0	1	-4	4
- CN1C(c2ccc(F)cc2)=CS/C1=C(/C#N)c1nnc2n1-c1ccccc1SC2
  -4	-7	1	2	1	4	-1	-3	11	0

Whole records, quoted from the list. Screens in order: PLCb3 inh | ASAP1 GAP inh | PLCg1 inh | SIAE primary | Tn7 DDE FP | ARFGAP1 inh | ADAM17 inh | ADAM10 inh | TDP2 absorb | DDE Tn6 FP inh
Record of CN1C(c2ccc(F)cc2)=CS/C1=C(/C#N)c1nnc2n1-c1ccccc1SC2 = -4 | -7 | 1 | 2 | 1 | 4 | -1 | -3 | 11 | 0
Record of CCc1ccc(NC(=S)NC2CCN(Cc3ccccc3)CC2)cc1 = 1 | 0 | 0 | 3 | 12 | -3 | -2 | 3 | 7 | -1
Record of O=C(Nc1cc(C(F)(F)F)ccc1N1CCCC1)C1CC(=O)N(Cc2ccccc2)C1 (stereo not drawn) = 6 | -9 | 1 | 4 | 1 | 7 | 1 | 4 | -10 | -3
Record of COc1ccc(Cn2nnnc2C(CC(C)C)N2CCC(C(N)=O)CC2)cc1 (stereo not drawn) = 4 | -3 | 1 | 0 | 3 | -13 | -2 | -6 | 10 | 6
